HSP90 refold inh – blocks HSP90-mediated luciferase refolding in reticulocyte lysate. actives 0.91% (n = 290,000). Rabbit reticulocyte lysate, luciferase refolding luminescence, 3 h. inhibition, % at 5.6 µM;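 active = inhibition above the screen-wide mean plus 3 SD, computed separately per campaign, cut at about 16% in these data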;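 note: 0% = DMSO wells and 100% = 60 µM geldanamycin wells; inhibitors lower the luminescence because luciferase stays unfolded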
HSF1 inhib – HSF1 inhibition; NIH3T3-HGL HSE-luciferase, MG132-induced, luminescence 8 h; active compounds read low; activity change, negative = inhibition, % at 7.5 µM (by protocol); actives 0.77% (n = 300,000); AID 2098;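 active = more than half of replicate wells show activity change below -50%, luminescence cut by over half; inconclusive = some wells, but at most half, below -50%; inactive = no replicate well below -50%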;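 note: luciferase reports HSF-1 transcriptional activity via heat shock element; 0% = median of DMSO wells and -100% = zero luminescence signal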
IEC-6 cytotox – IEC-6 cytotoxicity, counter-screen for KLF5 inhibitors. inhibition, % at 5 µM. AID 1825. luminescence viability. actives 0.78% (n = 290,000); in the data active = inhibition above about 22%;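 note: 0% = plate median of test compound wells and 100% = cytotoxic reference compound wells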
AI-2 QS modul – modulators of Vibrio harveyi AI-2 quorum sensing system; Vibrio harveyi JMH597 AI-2 luminescence/OD600 ratio, 9 h; active compounds read low; strain lacks LuxN and CqsS sensors; 0 = neutral-control median; activity change, % at 7.5 µM; actives 0.4% (n = 300,000); AID 2094; in the data active = activity change below about -75%, passing the limit was not always enough; inconclusive = no clear call, values can overlap the other calls;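 note: luminescence divided by OD600 gain over 9 h not by final OD600 alone; inactives centre near 13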
HIF activator – HIF pathway transcriptional activation. activation, % at 7.5 µM (by protocol). U2OS HRE-luciferase reporter, luminescence; normalized: DMSO 0%, desferrioxamine 100%. AID 1910. actives 0.32% (n = 300,000);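 active = mean activation of at least 10% of the iron chelator positive control signal, with at least half of replicates also reaching 10%; inconclusive = mean and replicate majority disagree about reaching 10%; inactive = mean and most replicates under 10%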
Platelet DG rel – modulates dense granule release in human platelets. actives 0.22% (n = 300,000). AID 1663. human platelet-rich plasma, SFLLRN dense granule ATP release, luminescence. inhibition, %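 (compounds screened at 7.5 µM in platelet-rich plasma)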;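 active = mean replicate score, as percent of positive control, at or above 50; inconclusive = mean below 50 but at least one replicate at or above 50; inactive = mean and every replicate below 50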
aSyn 5UTR inh – MLPCN primary screen, SNCA 5' untranslated region | alpha-synuclein 5'UTR reporter, inhibitor activity | inhibition, % (tested at 7.5 µM) | actives 0.82% (n = 300,000); in the data active = inhibition above about 60%; inconclusive = no clear call, values can overlap the other calls;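 note: H4 neuroglioblastoma cells stably carrying SNCA 5'UTR luciferase fusion; 0% = DMSO wells and 100% = positive control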
HSF-1 act – increases HSF-1 driven luciferase reporter signal | NIH3T3-HGL HSF-1 luciferase reporter, MG132, 8 h; 100% = twice DMSO control signal | activation, % at 9 µM | actives 1.7% (n = 300,000) | AID 504408;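 active = mean replicate activation of at least 50% with a set share of replicates each reaching 50%; inconclusive = only one of those two conditions met; inactive = mean below 50% and too few replicates reaching it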;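 note: 0% = median of the neutral control wells and 100% = twice that signal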
KLF5 inh – inhibitors of KLF5 expression; DLD-1 KLF5 promoter-luciferase reporter, luminescence; inhibition, % at 5 µM; actives 0.23% (n = 290,000); AID 1700;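 active = inhibition above a per-plate limit of that plate's mean compound inhibition plus 3 SD, cut at about 60% in these data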;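 note: 0% = DMSO wells and 100% = LY294002 at 200 µM; higher means less KLF5 promoter-driven luciferase light; inactives centre near -14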
HDAC3 inh – blocks human histone deacetylase 3; actives 0.15% (n = 320,000); O15379; recombinant HDAC3, fluorogenic peptide/trypsin coupled, fluorescence; inhibition, % at 8.3 µM; AID 2718; in the data active = inhibition above about 26%, passing the limit was not always enough; inconclusive = no clear call, values can overlap the other calls
Target sequence (O15379 whole entry, looked up): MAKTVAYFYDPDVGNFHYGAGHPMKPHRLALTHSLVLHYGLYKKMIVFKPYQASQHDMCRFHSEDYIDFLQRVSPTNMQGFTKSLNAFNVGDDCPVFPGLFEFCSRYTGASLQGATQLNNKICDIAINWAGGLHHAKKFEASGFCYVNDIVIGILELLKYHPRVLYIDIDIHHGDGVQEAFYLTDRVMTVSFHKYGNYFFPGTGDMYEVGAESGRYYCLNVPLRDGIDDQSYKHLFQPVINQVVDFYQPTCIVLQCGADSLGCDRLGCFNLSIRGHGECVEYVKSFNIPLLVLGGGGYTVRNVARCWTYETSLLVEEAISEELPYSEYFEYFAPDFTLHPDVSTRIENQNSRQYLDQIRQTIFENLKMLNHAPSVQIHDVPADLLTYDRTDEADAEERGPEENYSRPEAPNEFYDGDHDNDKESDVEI
Active calls of the source: *; u = inconclusive; x = no result given.

Structure	HSP90 refold inh	HSF1 inhib	IEC-6 cytotox	AI-2 QS modul	HIF activator	Platelet DG rel	aSyn 5UTR inh	HSF-1 act	KLF5 inh	HDAC3 inh
O=C(O)/C(=C\c1ccccc1)c1ccc2ccccc2c1	x	-3	x	-7	-5.9	-6	-20	-10	x	2
CCC(C)N1C(=O)CCC1C(=O)NCc1ccc2c(c1)OCO2 (stereo not drawn)	-1	-5	1	8	0.0	3	5	2	-9	3
O=C(CNCc1cccc(Cl)c1)N1CCc2ccccc2C1	0	21	0	5	0.3	0	-19	22	-13	3
Cc1ccc(-c2nc(N/N=C/c3ccccc3[N+](=O)[O-])c3ccccc3n2)cc1	-2	10	0	15	2.5	26	-267	3	12	x
O=C(Nc1ccc(Cl)cc1F)C1CCN(S(=O)(=O)c2cccnc2)CC1	0	12	-4	u	0.1	6	12	16	-19	5
COc1cc(C(=S)N2CCCC2)cc(Cl)c1O	0	2	-1	18	0.0	2	14	-18	-24	-1
CC(=O)c1sc(NC(=O)CS(=O)(=O)c2ccc(F)cc2)nc1C	x	-1	x	11	0.7	1	-9	-17	x	2
COc1ccc(CNC(=O)CCSc2ccc(F)cc2)cc1OC	1	5	-1	-3	-0.5	15	11	4	-14	-2
O=C(O)C1CC=CCC1C(=O)NC12CC3CC(CC(C3)C1)C2 (stereo not drawn)	-1	0	0	13	0.3	-5	-4	22	-3	-5
Cc1cc(OCC(O)CN)ccc1Cl (stereo not drawn)	4	-7	1	8	-0.1	8	7	-3	-30	9
CCc1cccc(C)c1NC(=S)NCc1ccccc1	1	-5	2	12	0.1	-4	-4	-1	-19	-1
Cc1ccc(NC(=O)C2CCCN(S(=O)(=O)c3cnc[nH]3)C2)cc1C (stereo not drawn)	-2	-2	7	14	x	-28	-15	-4	-3	3
NC1=NC(=O)/C(=C\c2ccc(-c3ccc(Cl)cc3)o2)S1	-8	11	7	0	1.3	2	-37	-4	-44	0
CCOC(=O)c1c(NC(C)=O)sc2c(O)c(Br)cc(Br)c12	-6	28	-3	12	x	-15	-17	52*	-12	3
CCn1c(SC(C)C)nnc1-c1c[nH]c2ccccc12	1	1	-1	29	0.0	-4	-27	-3	-53	3
CCOC(=O)C1CCN(C(=O)CCn2c(=O)c3cccn3c3cccnc32)CC1	0	-3	-5	10	-0.2	6	18	1	-30	-2
CCn1c(SCC(=O)c2ccc(NC(C)=O)c(OC)c2)nnc1-c1ccc(NS(C)(=O)=O)cc1	0	-5	4	14	-0.4	9	-4	14	-9	3
Cc1ccc2cccc(OCC(=O)Nc3ccc(N4CCOCC4)cc3)c2n1	5	-3	-7	7	1.7	16	-2	-8	13	1
COc1ccc(C2=NN(C(=O)C(O)c3ccccc3)C(O)(C(F)(F)F)C2)cc1 (stereo not drawn)	0	-5	2	8	0.7	-7	17	-16	-18	-7
CCOc1ccc(CNC(=O)Cn2nc(C)n3nc(-c4ccccc4)cc3c2=O)cc1	-4	-14	5	10	-0.5	4	2	-10	-14	-5
COC(=O)c1ccc2c(=O)n(Cc3ccc(C(=O)NCCCN4CCOCC4)cc3)c(=S)[nH]c2c1	-1	7	-1	-2	1.1	4	-28	18	-38	1
N#CCN1CCN(CC(=O)Nc2cccc3ccccc23)CC1	-3	-10	-1	38	-0.5	3	11	5	-27	2
C/C(=N\NC(=S)Nc1ccccc1)C1Cc2ccccc2C(=O)O1 (stereo not drawn)	-5	-3	3	28	1.8	-2	-154	-6	-36	2
COc1cc(OC)c(NC(=O)/C=C/C(=O)O)cc1Cl	-1	3	-3	10	-0.9	5	4	4	12	0
c1cc2ccc3ccc(CN4CCOCC4)c4ccc(c1)c2c34	0	7	-1	20	-0.1	1	16	44	-14	7
CCn1cc(C(=O)OCc2ccc(F)cc2)c(=O)c2ccc(C)nc21	2	7	8	16	x	-4	8	7	-16	1
Cc1ccc(F)cc1NC(=O)CSc1nnc(CNC(=O)c2ccco2)n1C	x	-3	x	-22	0.4	-3	-6	-1	x	-4
Cc1ccc(Nc2nnc(-c3ccc(N4CCOCC4)c([N+](=O)[O-])c3)c3ccccc23)cc1	4	-1	-17	22	-0.5	1	32	2	6	7
COc1ccccc1N1CCN(C(=O)c2cc(-c3ccc(Cl)c(Cl)c3)on2)CC1	6	x	2	16	x	2	x	x	-11	-2
CCCn1c(=N)c(S(=O)(=O)c2ccccc2)cc2c(=O)n3ccccc3nc21	-2	-6	-4	25	0.3	-3	8	12	-6	-42
COc1ccc(CN(CC(=O)NC2CCCC2)C(=O)CCC(=O)Nc2cc(C)on2)cc1	-2	-10	8	18	-21	-1	-3	13	-18	6
COc1ccc(N(CC(=O)NCCSC2CCCCC2)S(=O)(=O)c2ccccc2)cc1OC	6	2	9	5	0.0	-6	6	7	0	-3
COc1ccc(S(=O)(=O)N2CCCC(C(=O)NCCC(C)C)C2)cc1 (stereo not drawn)	4	-5	2	10	-0.7	3	-16	-16	-16	4
COc1ccc(/C=C/C(=O)c2ccc[nH]2)cc1OC	1	33	1	14	2.0	2	-146	62*	-156	4
COc1cc(CNCc2ccc(SC)cc2)cc(OC)c1	0	-5	1	1	-0.5	-61	1	11	1	-4
Cc1ccc(S(=O)(=O)N2CCC(C(=O)NNC(=O)c3ccccc3O)CC2)cc1C	x	-1	x	11	0.5	-2	7	-5	x	-2
COc1ccc(-c2ccc(SCC(=O)Nc3cccc(C(C)=O)c3)nn2)cc1OC	0	5	9	52	4.9	2	-82	19	-19	-2
CCN(CC)S(=O)(=O)c1ccc(Cl)nc1	-3	1	5	16	0.0	5	-3	0	-51	-2
Cc1cc(C(=O)c2cnc(/N=C/N(C)C)s2)c(F)cc1Cl	0	5	3	9	-1.0	6	-12	11	-1	x
O=C(NCc1ccccc1)c1cc[n+]([O-])cc1	-1	-1	1	16	-0.4	5	12	-7	-15	0
COc1ccc(-c2cc(C3CC3)nc3sc(C#N)c(N)c23)cc1	0	-20	6	30	0.0	-7	38	-30	-10	2
CCN(CC)CCOc1nc(C)nc2c1oc1ccccc12	-3	-2	-2	30	1.0	1	7	3	-26	0
O=C(Nc1cccc(-c2cn3ccccc3n2)c1)c1cc2ccccc2oc1=O	8	-2	4	14	1.9	25	-100	3	-105	-4
Cc1c(O)c(CN2CCCCC2)cc2c1oc(=O)c1ccccc12	-2	5	-3	-5	-0.1	-13	-1	35	-24	-9
O=C(O)c1nn2c(C(F)(F)F)cc(-c3cccs3)nc2c1Cl	-2	3	-7	10	-0.2	0	22	27	-1	-3
Cn1nc(-c2ccc(Cl)cc2)c2cc(C(=O)NC3CC3)sc21	0	3	10	25	x	-1	21	5	-9	-2
CCCc1n(CC(O)COCc2ccccc2)c2ccccc2[n+]1C (stereo not drawn)	0	-9	-5	21	-1.4	-9	11	3	9	-2
CCC(C)(C)NC(=O)CN(C(=O)CCC(=O)Nc1nccs1)c1ccc(C)cc1	-3	5	-2	14	0.2	0	0	1	-38	-2
CCCCCSc1nnc(-c2ccccc2NC(C)=O)c(=O)[nH]1	0	4	4	13	-0.5	5	-1	-5	-42	2
O=C(Nc1ccc(Cl)cc1)c1cccnc1N1CCCCC1	-1	8	1	x	0.1	5	19	-2	-34	5
Cc1c(C(=O)OCC(=O)N2CCCC2=O)oc2ccccc12	x	6	x	-8	-0.3	12	3	17	x	5
Cc1cccc(C)c1NC(=O)CN(C)S(=O)(=O)c1ccc(-c2ccc(=O)[nH]n2)s1	4	8	-8	22	-1.1	9	11	13	8	4
O=C(COc1ncnc2cc([N+](=O)[O-])ccc12)NCCc1ccc(Cl)cc1	2	-4	-2	51	-0.7	-3	-5	5	-26	-1
CN(Cc1cccc(Cl)c1Cl)C(=O)c1ccc(NC(=O)CC#N)cc1	-2	4	-3	16	-0.1	-4	8	-2	-1	2
c1csc(-c2cc(N3CCCCC3)c3ccccc3n2)c1	-2	3	5	21	-19	-14	24	-2	-35	-3
Cc1ccccc1OCC(=O)Nc1ccccc1NC(=O)c1ccco1	-3	-30	6	4	-1.7	2	-4	-44	-28	0
Cc1occc1-c1nnc(SCC(=O)Nc2ccccc2)n1C	-3	-82*	-7	0	0.1	12	9	-85	-13	1
CCOC(=O)N1CCN(C(=O)c2ccc(C)c(S(=O)(=O)N3CCCCC3)c2)CC1	2	1	0	24	-0.5	-4	-11	-8	-15	-14
O=C(CSc1ccccc1)NCc1ccc(F)cc1	-3	11	2	-6	0.9	-1	-60	-4	-28	7
COc1ccc2sc(N(CCCN(C)C)C(=O)c3ccc(S(=O)(=O)N4CCc5ccccc5C4)cc3)nc2c1	x	-10	x	8	-3.4	-1	3	-19	x	8

Later entries.
Structure	HSP90 refold inh	HSF1 inhib	IEC-6 cytotox	AI-2 QS modul	HIF activator	Platelet DG rel	aSyn 5UTR inh	HSF-1 act	KLF5 inh	HDAC3 inh
CCn1cnc2c1c(=O)n(CC(=O)NCC(C)C)c(=O)n2Cc1ccccc1	3	1	0	8	1.5	1	6	-2	-43	2
COc1ccc(NC(=O)c2cc(S(=O)(=O)N(Cc3ccccc3)c3ccccc3)ccc2Cl)cn1	-4	5	-7	-4	-0.5	12	2	31	-18	-10
O=C(NCC1CC1)c1ccc(Nc2nc3ccc(Br)cc3[nH]2)cc1	1	-5	-2	-10	-0.4	2	-12	-11	3	5
Fc1ccc(NC(=S)N2CCOCC2)cc1Cl	0	0	58*	21	0.2	8	23	5	6	1
CCOC(=O)c1ccc(NC(=O)N2CCN(C(=O)C3CCCO3)CC2)cc1 (stereo not drawn)	2	-21	-3	25	0.7	2	-7	-18	18	-4
NC(=O)C1(N2CCCCC2)CCN(C(=O)CSc2nc3ccccc3[nH]2)CC1	-3	4	-1	21	-0.2	1	6	11	-10	-7
Cc1ccc(C(=O)N[C@H](C(=O)Nc2sccc2C(N)=O)C(C)C)cc1	0	10	-13	20	0.4	-6	-1	45	-13	5
Cc1ccc(S(=O)(=O)N(C)CC(=O)Nc2nnc(CC(C)C)s2)cc1	-6	3	-6	2	0.2	0	15	-7	-18	-3
Cc1ccc(CN2CCN(Cc3ccc4cccc(F)c4n3)CC2CCO)cc1 (stereo not drawn)	-3	-4	-2	13	-3.4	1	2	-9	-12	-4
CCN(CC)CCN(C(=O)CCS(=O)(=O)c1ccccc1)c1nc2c(C)cc(C)cc2s1	-2	15	1	1	-0.2	-7	-5	12	-19	6
OC1(CN2CCOCC2)C2CN3CCN(C2)CC1(c1ccccc1)C3 (stereo not drawn)	-1	-11	0	-1	0.0	-20	10	-15	1	-3
COC(=O)c1sccc1NC(=O)/C=C/C(=O)O	-3	-2	5	21	-0.1	9	-34	-1	-41	1
NNc1nc(Nc2ccc([N+](=O)[O-])cc2)nc(N2CCCCCC2)n1	0	1	3	10	-0.8	8	-41	2	-9	2
O=C(NNC(=S)NC(=O)C12CC3CC(CC(C3)C1)C2)c1ccncc1	-1	-4	11	53	-0.1	-11	44	-10	-13	1

Source: PubChem
